Screening data from PubChem.
ALOX12 inh = blocks human arachidonate 12S-lipoxygenase | P18054 | purified 12hLO, xylenol orange hydroperoxide absorbance | Potency, µM (highest dose often 108 µM), for the others: at the highest dose activity change, negative = inhibition, hits mostly inhibitors | hit rate 1.1% among 580,000 | AID 1671190; active = well fitted inhibition curve with a large enough effect; inconclusive = small, poorly fitted or top-dose-only effect, or another doubt; inactive = no such curve, though single readings can be large or run the other way
Target sequence (P18054 whole entry, looked up): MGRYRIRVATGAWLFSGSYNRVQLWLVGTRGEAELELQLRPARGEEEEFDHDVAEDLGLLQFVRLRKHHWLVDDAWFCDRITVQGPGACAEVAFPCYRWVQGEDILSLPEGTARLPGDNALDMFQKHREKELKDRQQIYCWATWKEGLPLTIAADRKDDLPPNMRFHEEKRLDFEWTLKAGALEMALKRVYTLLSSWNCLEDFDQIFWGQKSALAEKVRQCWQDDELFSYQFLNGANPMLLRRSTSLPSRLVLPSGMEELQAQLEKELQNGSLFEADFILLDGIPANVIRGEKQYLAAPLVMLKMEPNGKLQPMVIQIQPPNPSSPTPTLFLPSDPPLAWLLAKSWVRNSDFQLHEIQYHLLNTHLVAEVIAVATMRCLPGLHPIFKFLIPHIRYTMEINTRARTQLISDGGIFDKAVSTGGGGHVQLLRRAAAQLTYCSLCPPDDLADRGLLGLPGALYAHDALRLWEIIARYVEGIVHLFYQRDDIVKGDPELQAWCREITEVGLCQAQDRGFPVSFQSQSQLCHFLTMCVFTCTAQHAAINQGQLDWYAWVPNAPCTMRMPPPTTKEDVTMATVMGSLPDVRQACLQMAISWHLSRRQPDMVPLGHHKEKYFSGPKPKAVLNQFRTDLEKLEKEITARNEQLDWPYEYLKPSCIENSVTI
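Hydroperoxide product was detected by ferrous iron/xylenol orange as the 573 to 405 nm absorbance ratio. Arachidonic acid at 40 uM (final) was turned over for 30 min at room temperature by 150 nM human 12hLO, pH 7.0 Hepes buffer, after 15 min compound preincubation.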
* hit, by the source's call; ? = inconclusive; [ ] = another dose, or the depositor's remark. % is scaled to controls: 0 for no effect and ±100 for the full control effect; potency is read from the fitted curve at half-maximal effect. The list is partial. The share of hits here may be higher or lower than overall.

SMILES	ALOX12 inh
COc1ccc(-c2nc(-c3ccccc3)nc3c2CN(C(=O)C2CC2)CC3)cc1	-13%
CN1C(=O)c2cccn2CC1C(=O)NCc1cccc(C(F)(F)F)c1 (stereo unspecified)	27%
COc1ccc(Nc2cc3c(cn2)nc(-c2ccc(OC)c(OC)c2)n3C)cn1	-6%
Cc1ccc(CN2CCC3(CC2)COc2ccccc2NC3=O)cc1	25%[176 µM]
CCn1c(CO)nnc1C1CC(NC(=O)c2scc3c2CCCC3)C1 (stereo unspecified)	1%
COc1ccc2c(c1)C(n1ccc3ccccc31)C(=O)N2Cc1ccc(C(C)C)cc1 (stereo unspecified)	14µM*
Cc1oc(C(O)c2cccc(O)c2)nc1C(=O)Nc1ccc(N2CCOCC2)cc1 (stereo unspecified)	17%[176 µM]
O=C(c1ccoc1)N1CCC(n2cc(-c3nc(-c4ccccc4)no3)nn2)C1 (stereo unspecified)	2%
Cc1csc(NC(=O)[C@@H]2CCC[C@@H](N(C)C)CN(C)C(=O)C2)n1	-2%[176 µM]
O=C(COc1ccc(Cl)cc1)N1CCc2nn(CC3CC3)c(=O)n2CC1	-2%
COCCn1c(COc2ccc3c(c2)ncn3C)nnc1C1CC(N)C1 (stereo unspecified)	63%[activator]
O=C(c1ccon1)N(CC1CCN(Cc2ccccc2F)CC1)CC1CCCO1 (stereo unspecified)	13%
COCc1nc(C2CCN(C(=O)Nc3ccc4c(c3)OCCO4)C2)no1 (stereo unspecified)	38%[activator]
COc1ccc(-c2c(C(=O)c3ccc(Br)cc3)[nH]c(N)c2C(=O)NCCc2c[nH]c3ccccc23)cc1OC	-2%
Cc1cc(C(=O)N[C@@H]2C[C@H](Cn3cc(CN(C)C)nn3)[C@@H](O)[C@H]2O)c(C)o1	?
CCc1ccc(NC(=O)Cn2nc3c(cc2=O)CN(C(C)=O)CC3)cc1	17%
CCc1nc2c(c(-c3ccc(O)cc3)n1)CCN(Cc1cncs1)CC2	-7%
CCN1C(=O)C2CC3(CCN(Cc4cccn4C)CC3)CN2C1=O (stereo unspecified)	8%
COc1cc(OC)c(CN2CCCCCC2c2ccco2)c(OC)c1 (stereo unspecified)	40%[activator]
CCc1ccc(C(=O)NC2CCN(c3cnn(C)c(=O)c3)CC2)cc1	27%

By substructure, the entries above containing a halogen (four)
SMILES	ALOX12 inh
CN1C(=O)c2cccn2CC1C(=O)NCc1cccc(C(F)(F)F)c1 (stereo unspecified)	27%
O=C(COc1ccc(Cl)cc1)N1CCc2nn(CC3CC3)c(=O)n2CC1	-2%
O=C(c1ccon1)N(CC1CCN(Cc2ccccc2F)CC1)CC1CCCO1 (stereo unspecified)	13%
COc1ccc(-c2c(C(=O)c3ccc(Br)cc3)[nH]c(N)c2C(=O)NCCc2c[nH]c3ccccc23)cc1OC	-2%

Laid out differently: entries from further up.
| SMILES | ALOX12 inh |
| --- | --- |
| CN1C(=O)c2cccn2CC1C(=O)NCc1cccc(C(F)(F)F)c1 (stereo unspecified) | 27% |
| Cc1ccc(CN2CCC3(CC2)COc2ccccc2NC3=O)cc1 | 25%[176 µM] |

The listing continues:
SMILES	ALOX12 inh
COC(=O)CNC(=O)N1CCCCCCN(C)C(=O)[C@@H]2CCC[C@@H]21	6%
CCNC[C@H]1O[C@H](Cc2cc(-c3ccc(F)cc3)on2)CC[C@@H]1O	61%[activator][176 µM]
COc1cccc([S+](=O)([O-])N2CCC(N3CCOC3=O)CC2)c1	0%[6.33 µM]
Cc1cnc(CC2CCN(C(=O)Nc3ccccc3F)C2)n1C(C)C (stereo unspecified)	19%
Cc1nc(C)c(C(=O)N2CCc3nn(Cc4ccccc4)c(=O)n3CC2)s1	42%[activator]
Cn1c(=O)cc(C(=O)NC2CCCc3c2[nH]c2ccc(Cl)cc32)c2ccccc21 (stereo unspecified)	5%
Cc1cn2nc(C(=O)N3CCC(NC(=O)c4ccc5ccccc5n4)CC3)cc2c(=O)[nH]1	-1%
O=C(Cc1ccc(Cl)cc1)NC1CCN(c2cc(-c3cccs3)[nH]n2)C1 (stereo unspecified)	3%
CN1CCC2(C1)CN(Cc1ccccc1)c1ccc(C(=O)NC3CCCCC3)cc12 (stereo unspecified)	12%[176 µM]
CCc1ccc(CNC(=O)c2ccc3c(c2)N(C)C2CCCCN2C3=O)cc1 (stereo unspecified)	4%
O=C(c1ccc(Cl)cn1)N1CCCCC12Cc1ccccc1NC2=O (stereo unspecified)	35%
CCCCCCCCN1C(=O)[C@@H](CC(=O)NCCCCc2ccccc2)C[C@@]2(C(=O)OC)C1=C[C@H](C(C)(C)C)O[C@@H]2C	-9%
COc1ccc(OC2CN(C(=O)c3ccc(C)cc3)C2)cc1	5%[12.5 µM]
COC[C@H]1CCCN1C(=O)[C@@H](C)C1CC[C@@]2(C)CC[C@H](NC(=O)CC(C)(C)C)[C@@H](C)[C@@H]2[C@H]1O (stereo partly specified)	74%
COc1ccc(-n2nc(C)c([C@@H]3C=C[C@@H](NCc4ccc(C(C)C)cc4)C3)c2C)cc1	-6%[176 µM]
COc1ccc(NC(=O)Cn2c(-c3ccc(Cl)cc3)nc(C)c(CCO)c2=O)cc1	23%
COc1ncccc1-c1cc2c(nc1OC)nc(CC1CC1)n2C	?
CCc1ccc(S(=O)(=O)N2CC(C(=O)NC3CCCCC3)C3(CCOCC3)C2)cc1 (stereo unspecified)	5%
Cc1noc(C)c1-c1cc2cc(C(C)C)oc2c(NC(C)C)n1	-5%[176 µM]
Cc1cccc2nc(-c3ccccc3)c(-c3ccc(CN4CCC(n5cc(-c6ccccc6)[nH]c5=O)CC4)cc3)nc12	-19%
COc1ncccc1-c1cnc2[nH]cc(CC(=O)Nc3ccccc3)c2c1	6%[176 µM]
COC(=O)[C@@H]1C[C@H](NC(=O)c2cccc(NC(=O)c3ccco3)c2C)CN1C	-4%
CN(C)[C@H]1CCN(C(=O)Cc2cn(C)c3ccccc23)C[C@H]1CCC(=O)O	10%
Cc1ccc(OCCC2CCN(C(=O)c3ccccc3F)C2)cc1 (stereo unspecified)	68%[activator]
COCCC1(NC(=O)C2CC2)CCN(S(=O)(=O)c2c(C)noc2C)CC1	31%
N#CC1CCN(C(=O)c2nc(-c3ccc(F)cc3)c3cnccn23)CC1	14%
COc1ncccc1-c1cc(-c2ccncc2)c2cncn2c1	53%[activator][176 µM]
COc1ccc(CC(=O)N2CCc3nc(C)nc(-c4ccc(Cl)cc4)c3CC2)cc1	-8%
C=CCN(Cc1ccc(F)cc1)C(=O)C(C)Oc1ccccc1OC (stereo unspecified)	13%
O=C(N[C@H]1CC[C@@]23CCCN2C(=O)CCC[C@H]3[C@H]1Cc1ccccc1)c1cccc(C(F)(F)F)c1	0%
CN1CC(=O)N(c2ccc(Cl)cc2)Cc2c1ncnc2N1CCC(O)CC1	36%[activator]
Cn1nccc1C(=O)N1CCC2(CC1)OC(=O)N(Cc1ccccc1)C2(C)c1cccnc1 (stereo unspecified)	4%
Oc1ccc(Nc2ccccc2)cc1	?
COCCNC(=O)c1ccc2nnc(-c3cncc(Cl)c3)n2c1	-1%[6.33 µM]
CCn1ccc2oc(C)c(C(=O)NCc3ccccc3C)c2c1=O	30%[activator]
COc1ccc(-c2cc(N3CCCC(NC(=O)c4cc5ccccc5[nH]4)C3)n[nH]2)cc1 (stereo unspecified)	0%
CCOC(=O)C1C(C(=O)OCC)C2C(=O)C3C(C(=O)OCC)C(C(=O)OCC)C3C(=O)C12 (stereo unspecified)	-1%
CC(C)CN(C1CCOCC1)C1CN(C(=O)c2ccncc2)C1	63%[activator]
COCCN1C(=O)CC[C@]2(C(=O)NCc3cccc(Cl)c3)CCCC[C@@H]12	61%[activator]
O=C(CCC1CCN(C(=O)c2ccccc2)CC1)Nc1ccccc1	42%[activator]
COc1cccc(-c2cc3c(=O)n(CCNC(=O)c4ccccc4F)ccn3n2)c1	15%
CS(=O)(=O)c1ccc(CN2CCN3C(=O)N(C4CCCCC4)C[C@H]3C2)cc1	18%[176 µM]
O=C(O)c1cccc(-c2cc(C(F)(F)F)ccc2Cl)c1	9%[6.33 µM]
CSc1cccc(Nc2ncncc2-c2nc(-c3ccccc3)no2)c1	52%[activator]
O=C1Nc2ccccc2CN(CC2CCCC2)C12CCNC2 (stereo unspecified)	?
COC(=O)C1CN(Cc2cn(Cc3ccc(F)cc3)nn2)CCS(=O)(=O)N1Cc1ccc(F)cc1 (stereo unspecified)	?
Cc1cc(OCCN2CCOCC2)c(C)c2c1CC[C@@H]([C@H](C)C(=O)NCc1cccnc1)C2	-7%
COc1ccc(-c2ccc3c(c2)C(=O)N2CC[C@H](n4nnc(C(N)=O)c4C(N)=O)C[C@H]2C(=O)N3)c(OC)c1	7%
CC(C)C[C@H]1COc2cccc(F)c2S(=O)(=O)N1Cc1cn(Cc2ccc(Cl)cc2)nn1	58%[activator]
O=C(Nc1ccc(F)cc1)[C@@H]1C[C@@H](c2ccc(F)cc2)N([S+](=O)([O-])c2ccccc2)C1	47%[activator]
Cc1ccc(S(=O)(=O)N2c3ccccc3CC2c2nnc(C3CCOCC3)o2)cc1F (stereo unspecified)	38%[activator]
Cc1ccc(-c2cc(N3CCC(CNC(=O)c4ccc(N(C)C)cc4)CC3)n[nH]2)cc1	57%[activator]
O=C(CC1CNCCO1)N1CCc2nc(-c3ccc(Cl)cc3)[nH]c2C1 (stereo unspecified)	1%
CC(C)CCN1CCOc2cc(C(=O)Nc3ccncn3)ccc2C1	14%[176 µM]
Cc1cccc(OCC(=O)NC(C)C(=O)N2CCN(c3ccccn3)CC2)c1 (stereo unspecified)	35%
CCN1C(=O)CCN(C(=O)c2ccoc2)CC12CCOCC2	42%[activator]
CCOC(=O)CCNC(=O)N1CCc2c(nc(-c3ccc(F)cc3)[nH]c2=O)C1	3%
COCCOC1CCOC2(CCN(C(=O)Cc3cccc(OC)c3)CC2)C1 (stereo unspecified)	31%[activator]
CNC(=O)[C@H]1C[C@H](Oc2ccccc2)CN1C(=O)c1ccc(Cc2c(C)noc2C)o1	?
COc1ccc(N2CC(C(=O)N3CCC(C(=O)NCCc4ccc(Cl)cc4)C3)NC2=O)cc1 (stereo unspecified)	2%
Further structures.
SMILES	ALOX12 inh
COc1ccc(C(=O)N2CCC(n3cc(-c4nc(C)no4)nn3)CC2)cc1F	7%
COc1ccc2nc3n(c2c1)[C@@H](CNC(C)C)COC3	32%[activator][176 µM]
CNC(=O)C1(N2CCC[C@H]2C(=O)NCCN(C)C)CCCCC1	-11%[176 µM]
Cc1ccc(-c2cnc([C@@H]3COCCN3CC3CC3)[nH]2)cc1	6%[176 µM]
Cc1cc(C(=O)N[C@@H]2C[C@H](COc3ccc(S(C)(=O)=O)cc3)[C@@H](O)[C@H]2O)nn1C	59%[activator][176 µM]
CN1c2cc(C(=O)NCc3ccccc3C(F)(F)F)ccc2C(=O)N2CCCCC21 (stereo unspecified)	25%
O=C(CN1CCN(S(=O)(=O)N2CCCC2)CC1)NCc1ccccc1F	?
O=C(C1CCCC1)N1CC2(CCCCN2Cc2cccnc2)Cc2ccccc21 (stereo unspecified)	1%[6.33 µM]
CC1CCN(C(=O)C2CCC(CNS(=O)(=O)c3ccc4c(c3)C(C)(C)C(=O)N4C)CC2)CC1 (stereo unspecified)	11%
O=C(c1ccc(Cl)cc1)N1CCC(N2CCCC2=O)CC1	-1%[6.33 µM]
COc1ccc(-c2cc3c(=O)n(CCNC(=O)c4ccc(C)c(F)c4)ccn3n2)cc1	10%
CCC(c1cccs1)N1C(=O)[C@H]2CN(S(=O)(=O)c3ccc(C)cc3C)C[C@H]2C1=O (stereo partly specified)	1%
Cc1[nH]c(-c2ccccc2)nc1C(=O)N1CCCC[C@H](N(C)C)C1	3%
COc1ccc(C(=O)C(=O)N2CCN(S(=O)(=O)c3cccc4c(N(C)C)cccc34)CC2)cc1OC	-12%
CNC(=O)c1cccc(-c2cnc(NC(=O)c3ccncc3)c3c2CCO3)c1	15%[176 µM]
CN(C)c1cc(N2CCCC(NC(=O)c3cccnc3)C2)ncn1 (stereo unspecified)	19%
C1CCNC(CN2CCOCC2)CC1 (stereo unspecified)	27%
COCCC(=O)N1CC[C@H](c2nc3ccccc3o2)C1	73%[activator][176 µM]
COc1cccc(CNC(=O)CCC2CCN(C(=O)c3ccccc3F)CC2)c1	0%
CC(C)c1noc(CC2CCN(C(=O)c3ccccc3Cl)CC2)n1	39%

Entries above containing a CF3 group:
SMILES	ALOX12 inh
CN1C(=O)c2cccn2CC1C(=O)NCc1cccc(C(F)(F)F)c1 (stereo unspecified)	27%
O=C(N[C@H]1CC[C@@]23CCCN2C(=O)CCC[C@H]3[C@H]1Cc1ccccc1)c1cccc(C(F)(F)F)c1	0%
O=C(O)c1cccc(-c2cc(C(F)(F)F)ccc2Cl)c1	9%[6.33 µM]
CN1c2cc(C(=O)NCc3ccccc3C(F)(F)F)ccc2C(=O)N2CCCCC21 (stereo unspecified)	25%

The list goes on.
SMILES	ALOX12 inh
O=C(Cc1ccccc1F)N1CCC(c2n[nH]c(=O)n2-c2ccccc2)CC1	?
CC(C)CCN1C(=O)CC[C@]2(C(=O)NCc3ccncc3)CCCC[C@@H]12	30%[activator]
CC(=O)N1Cc2ccccc2CC2(CCCCN2Cc2ccncc2)C1 (stereo unspecified)	2%[6.33 µM]
COc1ccc(C(=O)N2CC[C@@H]3CN(S(C)(=O)=O)[C@@H]3C2)c(OC)n1	38%
O=C(CN1C(=O)NC(c2ccccc2Cl)C2=C1COC2=O)Nc1cc(F)cc(F)c1 (stereo unspecified)	0%
Cc1nc(CN2Cc3nc(-c4ccccc4)ccc3OCC2=O)cs1	-4%[176 µM]
O=C(CCC1CCN(C(=O)c2ccccc2Cl)CC1)N1CCc2ccccc2C1	43%[activator]
